High-throughput results: PubChem, Sanford-Burnham Center for Chemical Genomics
Mdm2 MdmX PPI – human Mdm2/MdmX binding inhibition; O15151+Q00987; SaOS-2 split-luciferase Mdm2/MdmX complementation, luminescence; inhibition, % at 8 µM; 330,000 compounds, 3% hits; AID 485346;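 active means inhibition of at least 50% at 8 µM in the primary screen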
tim23-1 inh – inhibits growth of tim23-1 mutant yeast; S. cerevisiae tim23-1 growth, BacTiter-Glo luminescence, 24 h; 330,000 compounds, 1.3% hits; inhibition, % at 20 µM; AID 463212;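 active means growth inhibition of the mutant yeast at or above 50%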;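 further: temperature-sensitive mutant grown at 25 °C; plate controls were DMSO-treated mutant yeast for no effect and medium wells lacking yeast for full effect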
EBI2 block – EBI2 (human) antagonism; P32249; EBI2 beta-arrestin recruitment, luminescence, 7a,25-OHC stimulated; inhibition, % at 5 µM; 360,000 compounds, 0.81% hits; AID 651636; in the data active means inhibition above about 38%;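 further: enzyme fragment complementation signal reports receptor beta-arrestin coupling in cells; 0% = agonist plus DMSO wells and 100% = wells without agonist; some results beyond the cut were filed as inactive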
APJ ag – activates the human apelin receptor APJ; P35414; CHO-K1 APJ PathHunter beta-arrestin, luminescence; 0% DMSO wells, 100% apelin; activation, % at 20 µM; 330,000 compounds, 0.11% hits;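 active means activation more than six SD over the plate average, tested at 20 µM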;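 further: 0% = DMSO alone and 100% = apelin-13 at 10 nM; some results filed as inactive read as strong as hits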
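system = engineered CHO-K1 APJ arrestin reporter cells | input = 1000 cells per well | timing = overnight seeding, 90 min compound at 25 °C, 1 h detection | measured by = enzyme-fragment complementation luminescence | read-out = beta-arrestin recruitment to APJ as agonist activity, luminescent signal | control set = negative DMSO alone, positive Apelin-13 at 10 nM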
CCR6 antag – CCR6 (human) receptor antagonism | AID 493098 | CHO-K1 CCR6 PathHunter beta-arrestin, luminescence, CCL20-stimulated | P51684 | inhibition, % at 20 µM | 340,000 compounds, 0.49% hits;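 active means compounds whose inhibition of the agonist-driven luminescence signal at 20 µM reaches about 50%, limit read from the data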;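 further: cells stimulated with CCL20 at 14 nM final; plate controls were DMSO with CCL20 for no effect and DMSO without agonist for full effect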
Target sequence (P51684 whole entry, looked up): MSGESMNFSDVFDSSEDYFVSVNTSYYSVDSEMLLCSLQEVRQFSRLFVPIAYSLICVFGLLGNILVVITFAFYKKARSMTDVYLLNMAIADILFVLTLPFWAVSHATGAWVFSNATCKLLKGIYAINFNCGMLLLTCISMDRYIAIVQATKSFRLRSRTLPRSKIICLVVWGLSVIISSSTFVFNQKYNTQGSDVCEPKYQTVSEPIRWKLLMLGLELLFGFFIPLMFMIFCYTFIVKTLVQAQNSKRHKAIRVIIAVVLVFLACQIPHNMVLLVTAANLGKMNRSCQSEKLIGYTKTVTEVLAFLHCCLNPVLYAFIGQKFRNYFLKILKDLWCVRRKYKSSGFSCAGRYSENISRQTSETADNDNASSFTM
UPR CHOP act – activators of apoptotic arm of unfolded protein response (CHOP); 330,000 compounds, 0.34% hits; AID 449763; CHO-CHOP luciferase reporter, UPR activation, luminescence; percent of tunicamycin response over DMSO baseline; activation, % at 10 µM;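 active means at 10 µM dose, activation of 40% or more, normalized to positive control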;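 further: 100% = tunicamycin at 10 µg/mL and 0% = DMSO alone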
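Dosing – one dose, 10 µM in 0.5% DMSO · System – CHO-CHOP cells, stable luciferase reporter of PERK-eIF2a-CHOP signalling · Input – 500 cells/well · Control set – tunicamycin 10 µg/mL final as positive, DMSO-only wells as negative · Timing – 6 h compound treatment, 37 °C · Measure – % activation vs tunicamycin · Technique – luminescence read with Steady-Glo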
XBP1 UPR activ – activators of adaptive arm of unfolded protein response (XBP1); 330,000 compounds, 0.33% hits; activation, % at 20 µM; CHO-XBP1 luciferase reporter, IRE1-XBP1 UPR activation, luminescence; percent of tunicamycin response, DMSO as zero;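 active means versus positive control, 20 µM dose yields 30% or more activation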;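 further: 100% = tunicamycin at 10 µg/mL and 0% = DMSO only wells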
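Material: CHO cell line with stable XBP1 luciferase reporter; buffer or medium: F12 medium containing 10% fetal bovine serum; compound: single point, 20 µM final compound, 1% DMSO; incubation: 6 h treatment, 37 °C; measured by: glow luminescence from Steady-Glo reagent; evaluation: activation, % of tunicamycin; control set: tunicamycin high, DMSO low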
APJ antagonist – APJ receptor antagonism. CHO-K1 APJ beta-arrestin complementation, luminescence. inhibition, % at 20 µM. P35414. 330,000 compounds, 0.32% hits;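 active means inhibition above about 40% at 20 µM, limit read from the data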;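 further: cells challenged with 10 nM apelin-13 agonist together with compound; plate controls were apelin-13 plus DMSO wells for no effect and DMSO wells lacking apelin-13 for full effect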
CXCR6 block – inhibitors of human CXCR6 receptor | O00574 | CHO-K1 PathHunter CXCR6 beta-arrestin, luminescence | inhibition, % at 20 µM | 360,000 compounds, 0.36% hits; in the data active means inhibition above about 34%, passing the limit was not always enough;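 further: antagonist mode with CXCL16 agonist at 10 nM final; 0% = 10 nM CXCL16 with DMSO and 100% = unstimulated wells without agonist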
Target sequence (O00574 whole entry, looked up): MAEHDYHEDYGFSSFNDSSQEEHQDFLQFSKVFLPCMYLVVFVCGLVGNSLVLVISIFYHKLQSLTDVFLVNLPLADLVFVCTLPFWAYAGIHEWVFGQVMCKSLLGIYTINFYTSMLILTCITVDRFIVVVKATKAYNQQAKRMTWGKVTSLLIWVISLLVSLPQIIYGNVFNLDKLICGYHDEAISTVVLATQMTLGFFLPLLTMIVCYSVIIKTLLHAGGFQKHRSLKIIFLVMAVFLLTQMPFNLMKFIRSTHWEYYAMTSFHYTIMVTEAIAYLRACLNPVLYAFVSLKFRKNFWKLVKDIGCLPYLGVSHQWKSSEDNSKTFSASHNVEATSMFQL
Starred values were filed as active, the others as inactive. A portion of the library, so the mix of outcomes need not match the whole.

SMILES	Mdm2 MdmX PPI	tim23-1 inh	EBI2 block	APJ ag	CCR6 antag	UPR CHOP act	XBP1 UPR activ	APJ antagonist	CXCR6 block
CCCC(=O)N=C1SC2CS(=O)(=O)CC2N1c1ccc(-c2nc3ccc(C)cc3s2)cc1 (stereo not given)	73*	6	11	-1	-2	18	65*	-10	12
O=C(c1ccccc1)c1ccccc1C(=O)N1CCCC1	-6	-5	-3	-5	4	0.4	1	10	1
Cc1csc(NC(=O)CSc2nnc(Cc3cccn3C)n2-c2ccc(F)cc2)n1	10	4	-6	-1	7	0.8	-4	6	9
CN(C)c1cccc(C(=O)N/C=C/n2cnc3cc(C(F)(F)F)ccc32)c1	25	36	0	-5	5	-1.4	-1	1	6
CC(C1CC2CCC1C2)n1c(-c2ccco2)n[nH]c1=S (stereo not given)	-21	40	-4	-1	5	0.3	0	-8	-2
CCCC(C)NC(=O)C1CC(=O)N(CCc2ccc(F)cc2)C1 (stereo not given)	2	4	-1	3	-8	1.1	-4	12	-6
CCC(=O)Nc1ccc(C2C(=O)c3ccccc3C2=O)cc1	-29	30	-3	-3	26	-1.1	-5	22	18
CCn1c(SCC(=O)Nc2cc(C)on2)nnc1-c1c[nH]c2ccccc12	-2	-1	5	0	-11	-0.4	-3	8	2
CC12CCC(=O)N1C(C(=O)Nc1ccc(Br)cc1Cl)CS2 (stereo not given)	18	23	3	-2	23	2.3	-7	-7	-11
O=C(Nc1c(Cl)cc(Cl)cc1C(=O)NCCN1CCOCC1)c1cccc([N+](=O)[O-])c1	-2	2	0	3	3	-0.5	-1	2	1
CCCCn1c(N)c(N(CCC(C)C)C(=O)CSc2nnc3ccccn23)c(=O)[nH]c1=O	13	9	-12	-3	1	-2.8	-7	-5	-10
O=[N+]([O-])c1c(N2CCN(CCO)CC2)nc2ccccn12	-20	-10	7	-4	-15	0.2	1	-1	-9
COc1ccc(N(CC(=O)Nc2ccc3c(c2)OCCO3)S(=O)(=O)c2c(C)noc2C)cc1	12	5	13	2	2	-3.9	-3	-8	5
O=C(CCC(=O)c1cccs1)NNC(=O)c1ccccc1Cl	-2	1	-15	-3	8	2.3	-1	11	0
COc1ccccc1-c1c(C)nn2c(C)c(C(C)=O)cnc12	5	11	4	-1	6	-0.6	1	0	-2
COc1ccccc1NC(=O)C(C)OC(=O)C1CC(=O)N(c2ccc3c(c2)OCCO3)C1 (stereo not given)	-17	4	6	-1	7	-0.2	-3	-15	-7
O=C1COCC(=O)N1CCc1c[nH]c2ccccc12	17	-4	0	-4	-7	1.0	2	-6	-5
COc1cc2c(cc1OC)CN(C(=O)c1cc3ccccc3oc1=O)CC2	39	12	4	-5	0	0.0	-1	10	4
CC(C(=O)NCC1CCCCC1)N(C)Cc1cccc(Cl)c1 (stereo not given)	8	30	16	-2	13	-1.6	-1	5	18
CCOC(=O)N1CCN(C(=O)C2CCN(Cc3ccc(O)c(OCC)c3)CC2)CC1	-42	-1	-5	-1	-6	0.3	1	-4	1
CC(C)(C)OC(=O)NNC(=O)Nc1ccccc1C(F)(F)F	8	7	-8	1	8	1.1	-5	-3	-19
O=C(NC(NC(=S)Nc1ccccc1Cl)C(Cl)(Cl)Cl)c1cccc(Cl)c1 (stereo not given)	97*	-14	10	6	40	26	-2	12	8
C/C(=N/OC(=O)C1CC1c1ccccc1)c1ccccc1 (stereo not given)	-40	10	-9	1	1	2.6	1	10	-3
COC(=O)N1CC(=O)N(OC)C1c1ccc(Cl)cc1Cl (stereo not given)	-10	13	-8	0	-1	-1.3	1	6	-4

An excerpt from above in order of SMILES length, low to high:
SMILES	Mdm2 MdmX PPI	tim23-1 inh	EBI2 block	APJ ag	CCR6 antag	UPR CHOP act	XBP1 UPR activ	APJ antagonist	CXCR6 block
O=C1COCC(=O)N1CCc1c[nH]c2ccccc12	17	-4	0	-4	-7	1.0	2	-6	-5
O=C(c1ccccc1)c1ccccc1C(=O)N1CCCC1	-6	-5	-3	-5	4	0.4	1	10	1
C/C(=N/OC(=O)C1CC1c1ccccc1)c1ccccc1 (stereo not given)	-40	10	-9	1	1	2.6	1	10	-3
O=C(CCC(=O)c1cccs1)NNC(=O)c1ccccc1Cl	-2	1	-15	-3	8	2.3	-1	11	0
CCC(=O)Nc1ccc(C2C(=O)c3ccccc3C2=O)cc1	-29	30	-3	-3	26	-1.1	-5	22	18
CC(C)(C)OC(=O)NNC(=O)Nc1ccccc1C(F)(F)F	8	7	-8	1	8	1.1	-5	-3	-19
CC12CCC(=O)N1C(C(=O)Nc1ccc(Br)cc1Cl)CS2 (stereo not given)	18	23	3	-2	23	2.3	-7	-7	-11
O=[N+]([O-])c1c(N2CCN(CCO)CC2)nc2ccccn12	-20	-10	7	-4	-15	0.2	1	-1	-9
CCn1c(SCC(=O)Nc2cc(C)on2)nnc1-c1c[nH]c2ccccc12	-2	-1	5	0	-11	-0.4	-3	8	2
Cc1csc(NC(=O)CSc2nnc(Cc3cccn3C)n2-c2ccc(F)cc2)n1	10	4	-6	-1	7	0.8	-4	6	9
CN(C)c1cccc(C(=O)N/C=C/n2cnc3cc(C(F)(F)F)ccc32)c1	25	36	0	-5	5	-1.4	-1	1	6
CCOC(=O)N1CCN(C(=O)C2CCN(Cc3ccc(O)c(OCC)c3)CC2)CC1	-42	-1	-5	-1	-6	0.3	1	-4	1
COc1ccccc1NC(=O)C(C)OC(=O)C1CC(=O)N(c2ccc3c(c2)OCCO3)C1 (stereo not given)	-17	4	6	-1	7	-0.2	-3	-15	-7
CCCCn1c(N)c(N(CCC(C)C)C(=O)CSc2nnc3ccccn23)c(=O)[nH]c1=O	13	9	-12	-3	1	-2.8	-7	-5	-10

Remaining list, next part.
SMILES	Mdm2 MdmX PPI	tim23-1 inh	EBI2 block	APJ ag	CCR6 antag	UPR CHOP act	XBP1 UPR activ	APJ antagonist	CXCR6 block
CCOc1ccc(CN(CCO)CCO)cc1C(=O)OC	-14	3	-14	-3	-1	-1.8	-4	5	10
NC(=O)C1CCN(C(=O)OCc2ccccc2)CC1	7	-3	-9	-4	0	-0.7	-2	-10	-1
CC(C)(C)NC(=O)c1ccnc(C(C)(C)C)c1	-13	4	3	-3	16	-0.8	-3	-4	0
COc1ccc(S(=O)(=O)N2CCN(CC(=O)Nc3cc(C(F)(F)F)ccc3Cl)CC2)cc1	2	4	22	-1	-10	-1.3	-3	16	-11
CC(OC(=O)c1cccc(-n2cnnn2)c1)C(=O)NCc1ccccc1 (stereo not given)	15	8	-9	-6	13	-2.4	-2	22	-2
COc1ccc(-c2cc(C)no2)cc1S(=O)(=O)N(C)c1ccc(C)c(C)c1	15	27	9	6	19	2.6	0	-56	7
CCOc1ccccc1OCC(=O)Nc1ccc2[nH]c(=O)[nH]c2c1	-6	12	4	-3	-2	1.3	1	-28	-5
COC(=O)C1=C(C)NC(=O)NC1c1ccccc1Cl (stereo not given)	15	10	3	-2	8	0.5	0	4	-2
CC1(c2ccc3ccccc3c2)NC(=O)N(CC(=O)NCC(C)(C)N2CCOCC2)C1=O (stereo not given)	9	0	-1	7	5	1.0	-4	16	-4
O=C(CCCN1C(=O)/C(=C\c2ccco2)SC1=S)Nc1ccc(O)cc1C(=O)O	22	7	8	1	21	3.4	0	-30	10
CN(NC(=O)c1ccccc1)c1ncc(C(F)(F)F)cc1Cl	14	15	2	-4	-11	1.9	-1	2	-3
CC(C)Cn1cnc2c1c(=O)n(CC(O)c1ccccc1)c(=O)n2CC(C)C (stereo not given)	-14	21	2	-2	0	-1.2	-2	7	-2
CCOC(=O)c1cccc(N2C(=O)C3C(C2=O)C2C=CC3C23CC3)c1 (stereo not given)	-11	21	-9	-5	13	-3.2	-1	-18	-17
O=C(O)c1ccccc1N/N=C\c1ccnc2ccccc12	-31	12	-6	2	25	0.8	-6	-8	2
O=C(CNCc1ccco1)Nc1ccccc1-n1cccc1	-10	20	-11	2	2	-0.1	-2	13	2
CC(C)C[C@@H](CO)N1CCN(CCCc2ccccc2)CCC1=O	-1	2	-5	-5	-2	-1.7	-1	-75	-2
COc1ccc2c(c1)c1c(n2C(C)=O)C(OC(C)=O)=NCC1	45	-68	-8	-1	14	-2.5	-2	-9	6
Cc1nnsc1C(=O)Nc1ccc(Cl)cc1	8	-6	-5	-4	16	-1.0	2	-2	-4
Cc1[nH]n(-c2ccccc2)c(=O)c1/C=N/NC(=O)C(C)C	-20	-13	3	-1	10	38	8	5	-3
CCOC(=O)C1=C(COC(=O)c2cccc(NC(C)=O)c2)NC(=O)NC1C (stereo not given)	19	10	-12	22	0	-1.2	2	3	-2
CCOC(=O)c1sc(NC(=O)CSc2nncn2C)nc1C	-11	11	-3	-2	-6	2.4	2	-21	2
CCN(Cc1ccccc1)S(=O)(=O)c1ccc(S(=O)(=O)N(Cc2cccc(OC)c2)CC2CCCO2)cc1 (stereo not given)	30	9	8	-4	-4	-2.5	0	-24	8
Cc1nc(NC2CCCC2)sc1C(=O)N(C)C	20	1	-12	-2	-23	2.9	-2	-7	-1
CC(C)Sc1nnc(-c2c[nH]c3ccccc23)n1C	-13	11	3	5	12	2.5	1	19	1
Cn1c(Cc2cccs2)nnc1SCC(=O)N1CCc2ccccc21	16	-8	2	0	-2	-1.9	-1	2	2
O=c1oc(-c2ccc(F)cc2)nc2ccsc12	7	10	-5	-3	20	6.3	0	10	15
Cc1ccc(NC(=S)N(CCN(C)C)Cc2cc3cccc(C)c3[nH]c2=O)cc1	-16	7	-8	-1	21	0.9	-3	-5	2
O=C(NCc1ccco1)c1cc(-c2cccs2)on1	-77	-99	5	-4	18	3.4	3	-23	0
C=C(Br)Cn1c(CCCC)nc2ccccc21	19	-2	-7	-5	18	-2.6	-7	3	-13
CC(=O)Nc1ccc(NC(=O)CC(NC(=O)c2ccccc2)c2ccccc2)cc1 (stereo not given)	-8	1	8	0	7	-0.6	4	0	-3
CC1CCN(c2oc(-c3cccc4ccccc34)nc2C#N)CC1	-96	-7	2	-3	16	5.9	4	-3	-2
CC1CCCN(c2ccc(C(=O)NCc3ccc4c(c3)OCO4)cc2[N+](=O)[O-])C1 (stereo not given)	-10	18	13	-2	28	-1.1	2	9	15
